Source: PubChem BioAssay (several laboratories)
HSF1 inh – HSF1 inhibition. NIH3T3-HGL HSE-luciferase, MG132-induced, luminescence 8 h; hits give low values. activity change, negative = inhibition, % at 7.5 µM (by protocol). 300,000 compounds, 0.77% hits. AID 2098;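 active means more than half of replicate wells show activity change below -50%, luminescence cut by over half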;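 further: luciferase reports HSF-1 transcriptional activity via heat shock element; 0% = median of DMSO wells and -100% = zero luminescence signal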
GSK3A inh – blocks human GSK-3 alpha kinase; P49840; ADP-Glo luminescence, 60 min; inhibition, % at 10 µM; 320,000 compounds, 0.1% hits;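 in the data active means inhibition above about 50%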;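 further: GST-tagged GSK-3 alpha with peptide substrate and 25 µM ATP; 0% = DMSO neutral wells and 100% = GW8510 positive control wells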
Target sequence (P49840 whole entry, looked up): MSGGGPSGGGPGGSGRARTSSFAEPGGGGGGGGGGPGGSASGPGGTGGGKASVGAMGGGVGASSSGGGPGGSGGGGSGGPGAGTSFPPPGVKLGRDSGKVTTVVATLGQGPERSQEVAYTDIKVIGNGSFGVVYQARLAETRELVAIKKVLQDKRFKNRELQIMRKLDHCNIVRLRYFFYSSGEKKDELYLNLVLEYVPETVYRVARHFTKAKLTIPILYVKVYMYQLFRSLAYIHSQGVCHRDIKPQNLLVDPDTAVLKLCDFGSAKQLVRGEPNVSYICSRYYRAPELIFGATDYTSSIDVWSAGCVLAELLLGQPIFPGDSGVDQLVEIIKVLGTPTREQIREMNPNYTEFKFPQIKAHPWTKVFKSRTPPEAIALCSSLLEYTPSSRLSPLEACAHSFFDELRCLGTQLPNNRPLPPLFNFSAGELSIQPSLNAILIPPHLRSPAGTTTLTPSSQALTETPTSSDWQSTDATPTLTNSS
aSyn UTR inh – MLPCN primary screen, SNCA 5' untranslated region; AID 1813; 300,000 compounds, 0.82% hits; inhibition, % (tested at 7.5 µM); alpha-synuclein 5'UTR reporter, inhibitor activity; in the data active means inhibition above about 60%;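 further: H4 neuroglioblastoma cells stably carrying SNCA 5'UTR luciferase fusion; 0% = DMSO wells and 100% = positive control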
Platelet DG rel – modulates dense granule release in human platelets; 300,000 compounds, 0.22% hits; human platelet-rich plasma, SFLLRN dense granule ATP release, luminescence; inhibition, %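 (compounds screened at 7.5 µM in platelet-rich plasma)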;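 active means mean replicate score, as percent of positive control, at or above 50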
KLF5 inh – kruppel-like factor 5 inhibition; inhibition, % at 5 µM; DLD-1 KLF5 promoter-luciferase reporter, luminescence; 290,000 compounds, 0.23% hits;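 active means inhibition above a per-plate limit of that plate's mean compound inhibition plus 3 SD, cut at about 60% in these data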;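 further: 0% = DMSO wells and 100% = LY294002 at 200 µM; higher means less KLF5 promoter-driven luciferase light; inactives centre near -14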
GSK3beta inhib – inhibitors of human GSK3beta kinase | 300,000 compounds, 0.038% hits | GST-GSK3beta kinase, ADP-Glo luminescence, 60 min; hits give low values | AID 2097 | activity score (negative = inhibition), % at 10 µM;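 active means more than half of replicate wells score below -50%, meaning over 50% inhibition versus plate controls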;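 further: 0% = median DMSO wells and -100% = median GW8510 positive control wells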
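test system = GST-tagged human GSK3beta kinase, cell-free | reagent = 25 µM ATP with peptide substrate | dosing = one dose of 10 µM per compound | schedule = 60 min reaction, RT | detection = luminescent ADP-Glo measurement of ADP formed | control set = DMSO neutral wells and GW8510 at 20 µM as positive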
DYRK1A inh – inhibitors of rat Dyrk1A kinase. Q63470. ADP-Glo luminescence, NFATc1 peptide. inhibition, % at 12.5 µM. 310,000 compounds, 0.43% hits. AID 504441; in the data active means inhibition above about 50%;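 further: plate controls were vehicle with enzyme for no effect and no enzyme for full effect; many of its hits are not listed in these tables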
HSP90 refold inh – inhibitors of HSP90 luciferase refolding in rabbit reticulocyte lysate | luciferase refolding luminescence, 3 h | inhibition, % at 5.6 µM | 290,000 compounds, 0.91% hits | AID 1789;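 active means inhibition above the screen-wide mean plus 3 SD, computed separately per campaign, cut at about 16% in these data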;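 further: 0% = DMSO wells and 100% = 60 µM geldanamycin wells; inhibitors lower the luminescence because luciferase stays unfolded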
IEC-6 tox – kills IEC-6 intestinal cells in KLF5 counter-screen; inhibition, % at 5 µM; 290,000 compounds, 0.78% hits; IEC-6 cytotoxicity, luminescence viability; AID 1825; in the data active means inhibition above about 22%;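 further: 0% = plate median of test compound wells and 100% = cytotoxic reference compound wells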
HSF1 activator – increases HSF-1 driven luciferase reporter signal | activation, % at 9 µM | 300,000 compounds, 1.7% hits | NIH3T3-HGL HSF-1 luciferase reporter, MG132, 8 h; 100% = twice DMSO control signal | AID 504408;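 active means mean replicate activation of at least 50% with a set share of replicates each reaching 50%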;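 further: 0% = median of the neutral control wells and 100% = twice that signal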
Starred values were filed as active, the others as inactive; . = not tested or not shown.

SMILES	HSF1 inh	GSK3A inh	aSyn UTR inh	Platelet DG rel	KLF5 inh	GSK3beta inhib	DYRK1A inh	HSP90 refold inh	IEC-6 tox	HSF1 activator
CC(=O)N/C(=C/c1ccc(OS(=O)(=O)c2ccc(C)cc2)cc1)C(=O)Nc1ccc(C(=O)O)cc1	8	-5	9	15	0	0	1	8	3	25
Nc1nc(-c2ccc(-n3nncc3-c3ccco3)cc2)cs1	-2	12	7	0	17	1	.	3	3	16
COc1ccccc1C(=O)N/C(=C\c1ccc(Br)cc1)C(=O)NCCC(=O)O	-12	-2	10	-1	-12	0	-3	0	-4	-9
Cc1ccc(CN2CCC(CNC(=O)Nc3ccccc3F)CC2)cc1	2	1	-2	-3	-13	-2	4	-4	-4	3
CC1=C(C(=O)OCc2ccccc2)C(c2ccccc2OS(=O)(=O)c2ccc([N+](=O)[O-])cc2)NC(=O)N1CCCC(=O)O (stereo not drawn)	23	0	-11	-12	.	-3	5	.	.	39
COCCNc1cc(C)nc2cc(-c3ccc(C)cc3)nn12	-7	-1	-33	-7	-24	-16	-6	-5	4	-33
Cc1[nH]n(-c2ccccc2)c(=O)c1C=Nc1ccc(S(N)(=O)=O)cc1	0	-5	3	15	-22	-1	-1	2	1	-4
CC(=O)Nc1ccc(NC(=O)COc2cccc3c2OC(C)(C)C3)cc1	1	0	-23	2	13	0	1	1	6	6
O=C1c2ccccc2C(=O)c2cc(S(=O)(=O)Nc3ccccc3)ccc21	-2	-3	14	4	-12	-2	1	5	3	1
Cc1ccccc1NC(=S)N(CCN1CCOCC1)Cc1ccccc1F	3	1	16	0	-19	2	.	-1	-2	-1
CCc1sc(NC(=O)COC)nc1-c1ccccc1	3	-1	5	-6	-10	6	4	0	4	-7
COc1cc(NS(=O)(=O)c2cccc3nsnc23)c(C(=O)O)cc1OC	-4	.	0	-2	-4	-1	-2	2	2	-8
COc1ccc(C(=O)Nc2cccc(NC(=O)c3ccc(OC)cc3OC)n2)c(OC)c1	-28	-1	-24	10	.	3	.	.	.	-34
Cc1cc(OCCN2CCOCC2)ccc1Cl	14	-3	-76	2	-88	1	0	-3	6	36
CC(C)C(=O)Nc1ccc(S(=O)(=O)Nc2nccc(/C=C/c3ccccc3)n2)cc1	.	0	-32	5	-7	-1	0	5	-3	.
CCOC(=O)C1CCN(C(=O)c2ccc(NC(=O)C3CCCO3)cc2)CC1 (stereo not drawn)	-1	1	-32	0	-1	-3	3	-5	-1	4
O=C(O)c1cccc(NC(=S)NC(=O)c2ccc(-c3ccc(Cl)cc3)o2)c1	-17	0	6	-2	-26	-1	31	-1	-1	-28
COc1ccc(CN(CC(=O)NC(C)C)C(=O)CCC(=O)Nc2nccs2)cc1	-4	-2	16	-1	-25	0	3	5	4	-2
COc1ccc2cc(C#N)c(Cl)nc2c1	-1	7	11	-4	10	2	4	0	-1	3
Cn1c2ccccc2c2nnc(SCc3nnc(-c4ccccc4)o3)nc21	1	0	-4	-6	-60	3	.	1	-6	7

Entries of single compounds, quoted from the list. Order of screens: HSF1 inh | GSK3A inh | aSyn UTR inh | Platelet DG rel | KLF5 inh | GSK3beta inhib | DYRK1A inh | HSP90 refold inh | IEC-6 tox | HSF1 activator
COc1cc(NS(=O)(=O)c2cccc3nsnc23)c(C(=O)O)cc1OC in the list: -4 | . | 0 | -2 | -4 | -1 | -2 | 2 | 2 | -8
CCOC(=O)C1CCN(C(=O)c2ccc(NC(=O)C3CCCO3)cc2)CC1 (stereo not drawn) in the list: -1 | 1 | -32 | 0 | -1 | -3 | 3 | -5 | -1 | 4

Quoted from the listing (16 entries):
SMILES	HSF1 inh	GSK3A inh	aSyn UTR inh	Platelet DG rel	KLF5 inh	GSK3beta inhib	DYRK1A inh	HSP90 refold inh	IEC-6 tox	HSF1 activator
COc1ccccc1C(=O)N/C(=C\c1ccc(Br)cc1)C(=O)NCCC(=O)O	-12	-2	10	-1	-12	0	-3	0	-4	-9
Cc1ccc(CN2CCC(CNC(=O)Nc3ccccc3F)CC2)cc1	2	1	-2	-3	-13	-2	4	-4	-4	3
CC1=C(C(=O)OCc2ccccc2)C(c2ccccc2OS(=O)(=O)c2ccc([N+](=O)[O-])cc2)NC(=O)N1CCCC(=O)O (stereo not drawn)	23	0	-11	-12	.	-3	5	.	.	39
COCCNc1cc(C)nc2cc(-c3ccc(C)cc3)nn12	-7	-1	-33	-7	-24	-16	-6	-5	4	-33
Cc1[nH]n(-c2ccccc2)c(=O)c1C=Nc1ccc(S(N)(=O)=O)cc1	0	-5	3	15	-22	-1	-1	2	1	-4
CC(=O)Nc1ccc(NC(=O)COc2cccc3c2OC(C)(C)C3)cc1	1	0	-23	2	13	0	1	1	6	6
O=C1c2ccccc2C(=O)c2cc(S(=O)(=O)Nc3ccccc3)ccc21	-2	-3	14	4	-12	-2	1	5	3	1
Cc1ccccc1NC(=S)N(CCN1CCOCC1)Cc1ccccc1F	3	1	16	0	-19	2	.	-1	-2	-1
CCc1sc(NC(=O)COC)nc1-c1ccccc1	3	-1	5	-6	-10	6	4	0	4	-7
COc1cc(NS(=O)(=O)c2cccc3nsnc23)c(C(=O)O)cc1OC	-4	.	0	-2	-4	-1	-2	2	2	-8
COc1ccc(C(=O)Nc2cccc(NC(=O)c3ccc(OC)cc3OC)n2)c(OC)c1	-28	-1	-24	10	.	3	.	.	.	-34
Cc1cc(OCCN2CCOCC2)ccc1Cl	14	-3	-76	2	-88	1	0	-3	6	36
CC(C)C(=O)Nc1ccc(S(=O)(=O)Nc2nccc(/C=C/c3ccccc3)n2)cc1	.	0	-32	5	-7	-1	0	5	-3	.
CCOC(=O)C1CCN(C(=O)c2ccc(NC(=O)C3CCCO3)cc2)CC1 (stereo not drawn)	-1	1	-32	0	-1	-3	3	-5	-1	4
O=C(O)c1cccc(NC(=S)NC(=O)c2ccc(-c3ccc(Cl)cc3)o2)c1	-17	0	6	-2	-26	-1	31	-1	-1	-28
COc1ccc(CN(CC(=O)NC(C)C)C(=O)CCC(=O)Nc2nccs2)cc1	-4	-2	16	-1	-25	0	3	5	4	-2

Other results.
SMILES	HSF1 inh	GSK3A inh	aSyn UTR inh	Platelet DG rel	KLF5 inh	GSK3beta inhib	DYRK1A inh	HSP90 refold inh	IEC-6 tox	HSF1 activator
O=C(O)Cc1ccc(C(=O)c2ccc(F)cc2)s1	2	10	16	-6	-31	1	-2	4	4	4
Cc1ccc(NC(=O)CSc2n[nH]c(-c3ccco3)n2)c(C)c1	0	-1	-25	4	-22	2	.	-2	3	3
c1ccc(-n2nnc3c(N4CCOCC4)ncnc32)cc1	-12	3	75*	10	-29	-2	2	30*	4	19
COc1nc(N2CCCC2)nc(-n2nnc(C(C)=O)c2C)n1	-6	0	8	8	-15	-1	.	4	0	5
CCc1nc(CN2CCCC(C(=O)c3ccc4c5c(cccc35)CC4)C2)c(C)[nH]1 (stereo not drawn)	-3	-2	31	-1	-13	2	3	2	10	-18

Only part of the results is shown; rates above refer to the full screens.
